# hcGAS inh: Primary biochemical luminescence assay for human cyclic GMP-AMP synthase inhibitors; Q8N884; recombinant h-cGAS, ATP depletion, Kinase-Glo luminescence; inhibition, % at 12.5 µM; hit rate 0.081% among 290,000; AID 1259398, 2018;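 further: 0% = vehicle reaction and 100% = reaction without DNA for no activity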
# Target sequence (Q8N884 whole entry, looked up): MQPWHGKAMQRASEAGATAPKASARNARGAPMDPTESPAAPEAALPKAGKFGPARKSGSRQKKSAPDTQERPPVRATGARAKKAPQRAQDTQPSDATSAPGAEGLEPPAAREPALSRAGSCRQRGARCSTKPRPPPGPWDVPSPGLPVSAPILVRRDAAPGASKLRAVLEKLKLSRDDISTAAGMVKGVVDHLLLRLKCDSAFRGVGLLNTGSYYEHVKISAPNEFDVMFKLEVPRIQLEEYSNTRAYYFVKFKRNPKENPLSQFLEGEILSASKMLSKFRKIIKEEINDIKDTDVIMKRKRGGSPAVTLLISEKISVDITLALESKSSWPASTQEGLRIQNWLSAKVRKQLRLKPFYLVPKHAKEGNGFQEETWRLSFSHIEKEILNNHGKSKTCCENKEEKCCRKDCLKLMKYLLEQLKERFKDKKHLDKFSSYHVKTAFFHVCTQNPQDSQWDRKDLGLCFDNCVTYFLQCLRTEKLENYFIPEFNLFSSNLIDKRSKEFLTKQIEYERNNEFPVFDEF
# NPYLR7 agonist: agonists of mosquito NPYLR7 receptor, primary screen, cell-based, Aedes aegypti, calcium fluorescence, mosquito biting behavior; Aedes aegypti neuropeptide Y-like receptor 7 (NPYLR7); HEK293T NPYLR7/Galpha15, GCaMP6s calcium fluorescence; activation, % at 10 µM; hit rate 0.15% among 270,000; AID 1259423, 2018; in the data active means activation above about 40%;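 further: 0% = vehicle and 100% = reference agonist at the receptor; some compounds past the cut are filed as inactive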
# mcGAS lum: cyclic GMP-AMP synthase inhibitors, mouse, primary biochemical chemiluminescence; recombinant cGAS, Kinase-Glo ATP depletion luminescence; hit rate 0.15% among 160,000; AID 1259399, 2018; Q8C6L5; inhibition, % at 12.5 µM;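 further: 0% = negative control wells and 100% = reference inhibitor with no enzyme activity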
# An asterisk follows results filed as active; . = not tested or not shown; & = joins results of further samples. Unless noted, no stated cut-off is given here; in the data, active means inhibition above about 40%; inactive means the rest.
Compound	hcGAS inh	NPYLR7 agonist	mcGAS lum
NC(=O)CSc1nc2c(c(=O)[nH]1)C(C1CCCCC1)Cc1ccccc1-2 (stereo not given)	1	0	.
CCOc1ccccc1N1CCN(C(=O)c2cc(-c3ccc(OC)cc3OC)nn2-c2ccc(Cl)c(Cl)c2)CC1	-14	0	-4
COCC1CN(C(=O)Cn2nc(C)cc2C)CCC1(F)F (stereo not given)	8	.	1
CN(C)CCCN(C(=O)CCOc1ccccc1)c1nc2c(F)cccc2s1	-4	7	-1
Cc1nnc(CSc2nc3scc(-c4ccccc4)c3c(=O)[nH]2)o1	0	8	-4
COc1cc(C(=O)NNC(=O)CC23CC4CC(CC(C4)C2)C3)cc(OC)c1OC	0	-1	.
CCOC(=O)c1nn(-c2ccccc2C)c(=O)cc1OCc1ccc(C)cc1	-7	15	.
COc1ccc(-c2ccc(/C=C3\C(=O)N(c4cccc(Cl)c4)N=C3C)o2)cc1[N+](=O)[O-]	-4	1	-3
COCc1ccc(CN2CCC3(CC2)C(=O)N(C2Cc4ccccc4C2)C(=O)N3CC(C)C)o1	-2	9	-14
COc1ccc(CSc2nnc(-c3cc(OC)cc(OC)c3)n2-c2ccc(C)cc2)cc1	-3	.	-8
CCOC(=O)N1CCN(S(=O)(=O)c2ccc3ccccc3c2)CC1	-1	-7	.
N#CC1C(=N)Oc2n[nH]c(-c3ccc4c(c3)OCO4)c2C1c1ccco1 (stereo not given)	-17	10	.
CCOC(=O)CCC(=O)Nc1cccc(C2SCC(=O)N2c2ccc(C)c(F)c2)c1 (stereo not given)	-5	-7	-9
CCCn1nnnc1CS(=O)C(C)C(=O)Nc1ccccc1 (stereo not given)	-5	2	.
O=C(c1cc(COc2cccc3cccnc23)on1)N1C[C@H]2CC[C@H]1C2	-8	18	.
CC1(C)OCC(C2OC(Nc3ccc(CCCC(=O)NCCCn4ccnc4)cc3)[C@H]3OC(C)(C)O[C@@H]23)O1 (stereo not given in full)	-11	-4	-3
COc1cccc(C(NC(=O)C2CCN(CCCc3ccccc3)CC2)c2ccccn2)c1 (stereo not given)	-5	14	-1
COc1cccc(Cc2nsc(Oc3cccc(C(=O)N4CCN(c5ccccc5Cl)CC4)c3)n2)c1	-9	.	-6
CC(C)c1nccn1CCCNC(=O)c1ccc(N2CCc3[nH]ncc3C2)nc1	-3	5	-10
O=C(NCCc1ccccc1)C(C1CCCC1)N1CCN(C(=O)C2CCC2)CC1 (stereo not given)	-4	-3	.

# In the list so far, these contain a furan ring, fused or not:
Compound	hcGAS inh	NPYLR7 agonist	mcGAS lum
COc1ccc(-c2ccc(/C=C3\C(=O)N(c4cccc(Cl)c4)N=C3C)o2)cc1[N+](=O)[O-]	-4	1	-3
COCc1ccc(CN2CCC3(CC2)C(=O)N(C2Cc4ccccc4C2)C(=O)N3CC(C)C)o1	-2	9	-14
N#CC1C(=N)Oc2n[nH]c(-c3ccc4c(c3)OCO4)c2C1c1ccco1 (stereo not given)	-17	10	.

# Going on with the list.
Compound	hcGAS inh	NPYLR7 agonist	mcGAS lum
Cc1ccoc1C(=O)NC1CCN(c2ccc(Cl)c(C#N)n2)CC1	-14&-12	7&-7	.
Cc1ccc(C)c(NC(=O)CC(C(=O)O)N2CCNCC2)c1 (stereo not given)	-7	4	.
O=C(CNC(=O)c1ccoc1)NC1CCCc2ccccc21 (stereo not given)	-13	1	.
Cc1cc(CNC(=O)C2CCN(c3nc(-c4ccccc4)nc4c3CCC4)CC2)nn1C	-8&-3	-2&0	-6
CC(C)Nc1cc(N2CC(c3ccccn3)C2)ncn1	-2	4	-16
c1ccc(C2=NN3C(C2)c2ccccc2OC3c2cccs2)cc1 (stereo not given)	6	-27	1
CCc1nc2c(cnn2-c2ccc(F)cc2)c(=O)n1-c1ccc(C)cc1	-5	-3	-8
COc1cc(Cl)c(C)cc1NC(=O)CN1CC(C)CC(C)C1 (stereo not given)	-4	-5	.
COCc1cc(C)nc(OCC(=O)N/N=C\c2ccc(/C=N\NC(=O)COc3nc(C)cc(COC)c3C#N)cc2)c1C#N	-1	6	-6
Cc1ncoc1C(=O)N(Cc1ccccc1)[C@H]1C[C@H]2CCOC[C@@]2(c2ccccc2)C1	2	-6	2
COc1cc2c(cc1OC)C1CN(C(=O)COC(C)=O)CC(=O)N1CC2 (stereo not given)	-9	1	-8
Cn1c(-c2nc(C(=O)Nc3nc(-c4cccnc4)cs3)cs2)cc2ccccc21	1	2	.
Cn1c(C2C3CCCCC32)n[nH]c1=S (stereo not given)	-4	-5	-4
COc1ccc(-c2csc(-n3[nH]c(C)c(N=Nc4ccc(F)cc4)c3=O)n2)cc1	-5	2	-4
O=S(=O)(Nc1cccc(S(=O)(=O)C2CCCC2)c1)c1ccc(Cl)c(Cl)c1	-13	4	-5
COc1ccc(/C=N\N=C(N)c2nonc2N)c(OC)c1	-7	3	-7
Cc1cc(N2CCCN(Cc3coc(-c4ccccc4)n3)CC2)ccn1	-5	4	-9
COc1cc(OC)cc(C(=O)Oc2cccc(NC3=NS(=O)(=O)c4ccccc43)c2)c1	-6	3	-7
COc1ccc(-c2noc(CN3CCN(C(=O)C=Cc4cc(Cl)cc(Cl)c4)CC3)n2)cc1	-4	1	.
CCSc1nnc(NC(=O)c2cc(C)on2)s1	24	5	25
O=C1c2cccc3c2[C@H](CCC3)CN1[C@@H]1CN2CCC1CC2	0	-7	.
COc1ccc(CNC(=O)/C(C#N)=C/N2CCN(c3ccccc3)CC2)cc1	-8	5	.
CCCCCN(C(=O)c1ccc(Cl)c(Cl)c1)C(CC)c1nc2ccccc2c(=O)n1-c1cccc(Cl)c1 (stereo not given)	-2	6	-5
O=C(NCC1CCCN(Cc2cc(Cl)ccc2O)C1)c1cccnc1 (stereo not given)	2	-3	.
CCC(=O)Nc1cccc(OCC(=O)N[C@H]2C[C@H]3CN(C)CCN3C2)c1	-5	-5	-11
O=C(COc1coc(CN2CCN(c3ccccc3F)CC2)cc1=O)NCc1ccco1	-6	-1	-10
O=C(NCCc1ccccn1)c1cccc(Nc2c(Oc3ccccc3)cnn(-c3ccccc3Cl)c2=O)c1	-3	-7	-9
O=C(Nn1cnc2c(cnn2-c2ccccc2)c1=O)c1cc2ccccc2oc1=O	1	16	.
Cc1nn(C(C)C)c(C)c1S(=O)(=O)N[C@@H]1CCOC[C@H]1O	-14	.	-6
O=C(CCl)N1CCN(c2ccc(O)cc2)CC1	4	-8	11
O=c1nc(SCc2ccc(Br)cc2)nc2ccccn12	-1	4	-6
CCCc1cc(=O)n2[nH]c(C)c(-c3ccc(Cl)cc3)c2n1	-4	-13	.
CC(C)c1cc(=O)n(C)c(SCc2cc(F)ccc2F)n1	-5	.	-5
CCc1c(C)nc(-c2cccc(F)c2)nc1N1CCN(C(=O)CCc2ccccc2)CC1	0	-2	-1
CCn1cnnc1CN(C)C(=O)c1csc(Cc2ccccc2)n1	-3	3	.
CC(=O)Nc1ccc(N2C(=O)C(C)Oc3ccc([N+](=O)[O-])cc32)cc1 (stereo not given)	3	0	.
COc1cc2c(cc1OC)CN(C(=O)c1cn[nH]n1)CC2	0	-11	.
CCOc1cc(C=C2N=C(c3ccccc3F)OC2=O)ccc1OC	-8	0	-8
Cc1cc(N2C(=O)CCS2(=O)=O)cc(C)c1S(=O)(=O)N(C)CCc1ccncc1	-12	3	.
CCn1c(C)c(C(=O)CN(C(=O)COCc2ccccc2)C2CCCCC2)c(C)c1C(=O)OC	-7	-12	-5
COCC(=O)NCC1=CCCN(Cc2ccc3c(c2)OCO3)C1	-6	6	-11
CCc1nc2n(n1)C(=O)C(C(c1ccc(OC)cc1)N1CCN(c3ccc(F)cc3)CC1)S2 (stereo not given)	-5	-6	-8
NC(=O)C1CCN(c2ncccc2CNCC2CCCCCCC2)CC1	-4	1	.
O=C1C(=Cc2ccc(N3CCOCC3)o2)C(=O)c2ccccc21	-10	-1	-7
Cc1ccccc1C(=O)N[C@@H]1CCCCC1NC(=O)C1CCN(C(=O)COc2ccccc2)CC1 (stereo not given in full)	-2	1	-4
COc1cc(CN2CCC3(CCCN(CC4CCC4)C3)C2)ccc1F (stereo not given)	-11	9	.
CCC(CC)CN1CC2(CCN(C(=O)CCn3ccnc3C)CC2)OC1=O	-9	.	-4
Cc1ccccc1OCC(O)CN(Cc1c(-c2ccccc2)noc1N(C)C(C)C)C1CC1 (stereo not given)	-8	14	-7
CN1CCCC(COC(=O)C2=COCCC2)C1c1ccc(C(F)(F)F)cc1 (stereo not given)	-13	6	.
CCCN(C)c1cc(Oc2ccc(F)cc2)ncn1	-5	-8	-4
S=C(NCCC1=CCCCC1)NC1CC2CCC1C2 (stereo not given)	-3	8	.
Cc1cccc(C(=O)N(CCCN(C)C)c2nc3ccc(F)cc3s2)c1	-2	10	-2
CC1(C(=O)NS(=O)(=O)Cc2ccccc2C(F)(F)F)CCN1C(=O)CCC1CCCC1 (stereo not given)	-2	1	.
CCCc1ccccc1N1C(=O)CSC1c1ccc(NC(=O)c2cccc(Br)c2)cc1 (stereo not given)	1	6	-2
Cc1nc2c(C)cccn2c(=O)c1NC(=O)c1ccccc1	-18	3	.
COc1cccc(Cn2c(C)cc(C)c2C(=O)N(C)Cc2ccccc2)c1	-2	11	-7
CC1CN(C(=O)c2cc3ccoc3n2C(C)c2ccccc2)CCN1C(=O)Cc1ccccc1 (stereo not given)	-2	-1	-2
O=C(NCc1ccco1)c1ccc(CSc2nnc(-c3ccncc3)n2-c2ccc(F)cc2)cc1	0	4	-4
CCCN(CC(=O)Nc1ccc(F)c(F)c1F)Cc1csc(N(C(C)=O)c2ccccc2F)n1	-7	10	-6
O=C(NCC1CCCO1)c1ccccc1N1CCC(NS(=O)(=O)c2ccccc2)CC1 (stereo not given)	-7	25	-6

# (further entries)
Compound	hcGAS inh	NPYLR7 agonist	mcGAS lum
Cc1nn(CC(=O)Nc2ccc(S(N)(=O)=O)cc2)c(=O)c2ccccc12	-1	-3	.
Cc1nc2c(-c3ccccc3)cnn2c(N2CCCCC2)c1C	-1	-1	-5
CN(C)Cc1cc(-c2nccn2Cc2cnn(C)c2)ccc1O	-12	20	.
COCC(=O)Nc1c(-c2ccccc2OC)nc2ccc(C)cn12	-6	-4	-7
OC(c1ccccc1)c1cc(Cl)ccc1Cl (stereo not given)	-11	-2	.
Cc1ccc(-c2ccnc(-c3ccn[nH]3)n2)c(C)n1	3	2	.
Cc1cc(=O)oc(C)c1C(=O)OC(C(=O)N(C)C)c1ccccc1 (stereo not given)	-9	1	.
Cc1cccn2c(=O)c(C(=O)NCCCO)c(O)nc12	-3	-1	-6
CCN(CC)CCN1CCN(c2cncc(-c3ccc(CO)cc3)n2)CC1	-1	-12	-2
CC(C)(C)c1cc(C(=O)N=Nc2c(O)[nH]c3ccc(Br)cc23)n[nH]1	-3	8	-6
CCc1c(C(=O)N(Cc2cccnc2)C[C@@H]2CCC(=O)N2)[nH]c2ccccc12	-2	4	.
Cc1cc(C)c(S(=O)(=O)N2CCN(c3ccc(-n4cccn4)nn3)CC2)c(C)c1	-6	-6	-8
COc1ccccc1OCC1CN(C(=O)CNC(=O)c2ccco2)CCO1 (stereo not given)	0	30	-6
Cn1cc(C(=O)NCc2ccco2)c2n[nH]c(=O)c-2c1	2	-2	.
O=S(=O)(NC1CCC2(CC1)OCCO2)c1ccccc1Br	-8	1	.
Cc1ccc(Nc2nc3ccccc3c(=O)n2C)cc1	-10	12	.
OCC(O)/C=N\Nc1nc(N2CCCCC2)nc(N2CCCCC2)n1 (stereo not given)	-4	-1	-4
CCc1cnc(C)nc1NCCN1CCCOC1=O	-7	-4	-12

# Compounds from the list above containing a Cl atom:
Compound	hcGAS inh	NPYLR7 agonist	mcGAS lum
CCOc1ccccc1N1CCN(C(=O)c2cc(-c3ccc(OC)cc3OC)nn2-c2ccc(Cl)c(Cl)c2)CC1	-14	0	-4
COc1ccc(-c2ccc(/C=C3\C(=O)N(c4cccc(Cl)c4)N=C3C)o2)cc1[N+](=O)[O-]	-4	1	-3
COc1cccc(Cc2nsc(Oc3cccc(C(=O)N4CCN(c5ccccc5Cl)CC4)c3)n2)c1	-9	.	-6
Cc1ccoc1C(=O)NC1CCN(c2ccc(Cl)c(C#N)n2)CC1	-14&-12	7&-7	.
COc1cc(Cl)c(C)cc1NC(=O)CN1CC(C)CC(C)C1 (stereo not given)	-4	-5	.
O=S(=O)(Nc1cccc(S(=O)(=O)C2CCCC2)c1)c1ccc(Cl)c(Cl)c1	-13	4	-5
COc1ccc(-c2noc(CN3CCN(C(=O)C=Cc4cc(Cl)cc(Cl)c4)CC3)n2)cc1	-4	1	.
CCCCCN(C(=O)c1ccc(Cl)c(Cl)c1)C(CC)c1nc2ccccc2c(=O)n1-c1cccc(Cl)c1 (stereo not given)	-2	6	-5
O=C(NCC1CCCN(Cc2cc(Cl)ccc2O)C1)c1cccnc1 (stereo not given)	2	-3	.
O=C(NCCc1ccccn1)c1cccc(Nc2c(Oc3ccccc3)cnn(-c3ccccc3Cl)c2=O)c1	-3	-7	-9
O=C(CCl)N1CCN(c2ccc(O)cc2)CC1	4	-8	11
CCCc1cc(=O)n2[nH]c(C)c(-c3ccc(Cl)cc3)c2n1	-4	-13	.
OC(c1ccccc1)c1cc(Cl)ccc1Cl (stereo not given)	-11	-2	.

# Screening data from PubChem BioAssay.

# Outcome played no part in choosing rows, and some 0.29% of all compounds hit somewhere here.
